# PAX8 reporter: lowers PAX8-driven luciferase in RMG-I cells; RMG-I TPO-luciferase reporter, SteadyGlo, 24 h; inhibition, % at 12.6 µM; hit rate 1.2% among 360,000;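 active = mean replicate inhibition at least 60% with every replicate also reaching 60%; inconclusive = only one of the two criteria is met; inactive = mean below 60% and not all replicates reaching 60%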;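 note: luciferase light reporting Pax8 driven TPO promoter activity; plate controls were median of neutral control wells for no effect and mitoxantrone controls for full effect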
# LGR2 inh: blocks bursicon-induced cAMP signaling via Drosophila LGR2; HEK293 LGR2, CRE-luciferase, bursicon-stimulated, 4 h; inhibition, % at 9.99 µM; hit rate 0.35% among 380,000;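 active = drop in luminescence signal, shown as inhibition above about 50% in the replicate tests, limit read from the data, passing the limit was not always enough; inconclusive = probably only some replicates passing the limit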;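 note: agonist challenge used bursicon conditioned medium at about half maximal strength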
# miR-122 sensor: inhibitors of miR-122 in Huh7 cells; Huh7 miR-122 Renilla luciferase sensor, 48 h; neutral wells = 0, positive control = 100; activation (reporter increase), % at 12.5 µM; hit rate 0.3% among 340,000; AID 602342;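 active = mean replicate activation score at least 90 and every replicate individually at or above 90; inconclusive = only one of the two criteria met; inactive = neither criterion met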;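 note: higher luciferase means less miR-122 activity so hits act as miR-122 inhibitors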
# FN deposit inh: fibronectin deposition inhibition; AH1F fibroblasts, Alexa488-fibronectin deposition fluorescence, overnight; inhibition, % at 12.6 µM; AID 743247; hit rate 0.086% among 350,000;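 active = mean inhibition across replicates of 30% or more, regardless of how many single replicates reach that level; inconclusive = mean under 30% yet at least half of replicates reach 30%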;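 note: positive control wells lacked labelled fibronectin entirely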
#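 Schedule: 1 h cell adhesion before compound, then overnight fibronectin incubation; test system: AH1F fibroblast monolayer depositing Alexa488-labelled fibronectin into matrix; quantity: 10000 AH1F cells per well; probe or stimulus: fluorescent fibronectin at 24 nM final; signal: fluorescence, ex 485 nm, em 525 nm; evaluation: percent inhibition as loss of matrix-bound fibronectin fluorescence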
# Cneo AK release: Cryptococcus neoformans lysis via adenylate kinase release | AID 651654 | lysis activity, % at 15 µM | C. neoformans lysis, adenylate kinase release luminescence, 4 h; normalised: neutral wells 0, clomiphene wells 100 | hit rate 0.2% among 360,000;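 active = mean lysis activity across replicates of at least 80%, whatever share of replicates individually reach that level; inactive = mean lysis activity below 80%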
#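 Assay system: C. neoformans cells. Amount: yeast cell density of 5 × 10^6 cells/mL. Technique: AK luminescence. Buffer or medium: YPD. Times: static 4 h at 37 °C with compound, 1 h detection. Dosing: single-point compound dose. Read-out: lysis from increased AK signal.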
# PGC1a acetyl inh: modulators of PGC1a acetylation; U2OS PGC1a acetylation, AlphaScreen anti-acetyl-lysine; with virally co-expressed GCN5 acetyltransferase; inhibition, % at 15.6 µM; hit rate 0.17% among 350,000; AID 651687;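 active = every replicate shows inhibition of at least 40%; inconclusive = mean inhibition at least 40% but some replicate below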;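 note: 0% = neutral control wells and 100% = positive control wells; some results beyond the cut were filed as inactive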
# EWS-Fli inh: EWS/Fli transcriptional activity inhibition; inhibition, % at 12.6 µM; A673 NR0B1-luciferase reporter, viability-normalised; AID 651661; hit rate 0.67% among 350,000;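 active = mean inhibition of at least 50% after viability correction, with every replicate also passing that limit; inconclusive = mean reaches 50% but only one of two replicates passes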;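 note: firefly luciferase signal divided by Alamar Blue viability fluorescence both relative to DMSO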
# CASP6 VEID inh: inhibitors of human caspase-6; hit rate 0.53% among 350,000; inhibition, % at 12.5 µM; purified caspase-6, Z-VEID-R110 cleavage fluorescence; P55212; AID 686996;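 active = mean inhibition across replicates at least about 35%, with every replicate also reaching that limit, limit read from the data; inconclusive = only one of the two criteria met; inactive = neither criterion met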;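 note: 0% = median of neutral control wells and 100% = no fluorescence left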
# Target sequence (P55212 24-179 limits assumed): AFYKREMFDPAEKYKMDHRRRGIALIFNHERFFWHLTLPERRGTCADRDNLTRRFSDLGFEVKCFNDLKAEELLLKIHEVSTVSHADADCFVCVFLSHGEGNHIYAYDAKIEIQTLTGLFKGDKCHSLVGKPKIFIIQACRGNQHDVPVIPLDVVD
# Target sequence (P55212 194-293 limits assumed): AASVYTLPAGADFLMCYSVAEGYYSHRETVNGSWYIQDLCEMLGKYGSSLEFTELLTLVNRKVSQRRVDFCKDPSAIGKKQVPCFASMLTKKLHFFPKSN
# * marks the source's active call; other numbers are inactive results; ? = inconclusive; / = no result given; [ ] = dose if it differs, or a comment.
SMILES	CASP6 VEID inh	EWS-Fli inh	LGR2 inh	Cneo AK release	PAX8 reporter	miR-122 sensor	PGC1a acetyl inh	FN deposit inh
C/C(=N/NC(=O)c1cc(-c2ccc(Cl)s2)[nH]n1)c1ccco1	4	-4	-17	0	-1	7	11	-4
Cc1ccc(CN(C)C(=O)c2cccc(S(=O)(=O)N3CCN(Cc4ccccc4)CC3)c2)o1	8	-9	6	3	3	-7	-11	-3
CO[C@H]1CN(C)C(=O)c2cc(NC(=O)NC(C)C)ccc2OC[C@@H](C)N(C)C[C@@H]1C	1	1	-14	3	/	-5[16.7 µM]	13	4
CCN(CC)c1cc(CS(=O)c2ccccc2)nc(-c2ccccc2)n1 (configuration not stated)	/	/	6	8	/	-4	-6	/
COCn1cnc(-c2ccccc2)c1-c1ccccc1	0	14	4	-4	-5	-2	-2	4
CC(C)CN1C(=O)CN(S(C)(=O)=O)CC1(C)C(=O)NCc1ccccc1 (configuration not stated)	-1	-11	3	/	-33	/	/	-3
O=C(O)CN1CCN(Cc2ccccc2F)C1=O	-1	-5	2	1	0	-3	/	1
Cc1noc(C)c1NC(=O)Nc1cccc2c1O[C@H](CN(C)C(=O)Nc1ccc3c(c1)OCO3)[C@@H](C)CN([C@@H](C)CO)C2=O	0	0	12	-3	-4	-1[16.7 µM]	-2	-2
CC(C)CC#Cc1cnc2c(c1)C(=O)N([C@@H](C)CO)C[C@@H](C)[C@@H](CN(C)C(=O)c1cnccn1)O2	0	-10	13	8	/	-6[16.7 µM]	2	-3
COC(=O)c1cc(NS(=O)(=O)c2cccc(Cl)c2)ccc1N1CCOCC1	4	11	-13	/	-7	/	/	2
CCOc1cnc(-c2ccccc2F)o1	-1	-31	-12	/	-66	/	5	4
COc1ccc(Cl)cc1CN1C(=O)C(Cc2ccccc2)ON=C1C (configuration not stated)	-1	0	3	-1	14	0	8	11
O=C(CNc1ccc(C(F)(F)F)cc1)Nc1cccc(S(=O)(=O)N2CCCC2)c1	0	10	2	-2	12	3	-2	-5
Cc1cccn2c(=O)c3cc(C(=O)NC4CCS(=O)(=O)C4)sc3nc12 (configuration not stated)	1	-4	-4	0	18	1	-2	3
CSc1ccc(CN2CCCN(C)CC2)cc1	-11	10	-26	4	-5	-7	-4	5
Cc1ccc(-c2nc3ccccc3c(=O)n2-c2c(C)n(C)n(-c3ccccc3)c2=O)cc1	1	1	4	3	9	/	-2	-8
CCN(CC)c1ccc(/C=N\NC(N)=O)cc1	/	12	-13	-2	-16	-13	-4	0
O=C(NC(Cc1ccccc1)C(=O)O)/C(=C/c1ccccc1)NC(=O)c1ccc(Br)o1 (configuration not stated)	7	-8	-1	0	-13	-2	-9	4
CCc1noc(C)c1C(=O)Nc1nc2c(F)cc(F)cc2s1	0	-45	-69	-2	-37	3	-5	5
CCOc1ccc(S(=O)(=O)NN=C2CCN(C(C)=O)CC2)cc1	-2	6	22	-1	-3	0	-4	4
O=C(c1cc2ccccc2oc1=O)N(Cc1cccs1)Cc1ccccc1Cl	/	/	/	2	-30	17	6	12
O=C(Cn1ncc2c1-c1ccccc1OC2)N1CCN(c2ccccn2)CC1	1	-1	9	-1	10	/	/	-1
CC1CN(C(=O)COC(=O)c2ccc(S(=O)(=O)N(C)C)cc2)CC(C)O1 (configuration not stated)	1	-8	9	-3	-5	4	0	5
CCCN(C)C[C@@H]1Oc2cc(-c3cccnc3)ccc2S(=O)(=O)N([C@@H](C)CO)C[C@@H]1C	4	-9	-7	6	/	3[16.7 µM]	-2	/
COc1ccc(CNC(=O)C2CCN(S(=O)(=O)N3CCCCC3)CC2)c(OC)c1	-2	/	-5	-14	-10	/	-11	4
O=C(C[C@@H]1CC[C@H](NC(=O)NC2CCCC2)[C@H](CO)O1)NCc1ccc(F)cc1	-3	-2	1	0	13	1[16.7 µM]	-11	/
C=CCOC(=O)Nc1nc(CCNC(=O)OC(C)(C)C)c(C(=O)O)s1	-4	-4	2	/	17	/	/	0
CCCN(Cc1nnc(-c2ccccc2Cl)o1)C(=O)c1cc2ccccc2o1	1	-73	-58	5	38	/	/	-2
CC(/C=N/n1cnnc1)=C\c1ccco1	/	/	/	0	-6	-8	1	-5
CCOC(=O)C1=C(C)N(C[C@@H]2CC[C@@H](Cc3ccc(-c4ccccc4)cc3)O2)C(=O)NC1c1ccc(-c2ccccc2)cc1 (some centres not stated)	-1	-3	-8	-1	-4	-6	5	/
Cc1ccc(S(=O)(=O)CCC(=O)OCC(=O)N2CCN(S(=O)(=O)c3ccccc3)CC2)cc1	1	1	-1	/	-7	/	/	1
O=CN/C=C/c1cc(O)ccc1O	70*	0	2	0	/	3	-2	/
O=C(C[C@H]1CC[C@@H]2[C@H](COC[C@H](O)CN2C(=O)c2ccccn2)O1)NC1CCC1	7	/	-1	2	/	22[16.7 µM]	12	-4
CCN(CC(=O)NCc1ccccn1)S(=O)(=O)c1ccc(Cl)cc1	/	/	-9	3	/	2	5	/
COC(=O)CSc1nccc(-c2cccs2)n1	2	-4	11	-1	-23	-4	-1	9
CCOc1ccc(NC(=O)NNC(=O)c2ccc(CC)s2)cc1	-3	-5	-61	/	12	/	/	6
CC(O)Cn1cnc2c1c(=O)n(C)c(=O)n2C (configuration not stated)	2	-8	3	2	12	1	/	0
CCCS(=O)(=O)NC(=O)C1(C)CCN1C(=O)Cc1ccc(-c2ccccc2)cc1 (configuration not stated)	0	-2	8	0	1	4	3	-3
C[C@@H](NC(=O)C[C@H]1CC[C@H]2[C@@H](COC[C@@H](O)CN2C(=O)Nc2ccccc2)O1)c1ccccc1	2	5	-7	0	-4	-3[16.7 µM]	7	-1
O=C(O)COc1ccccc1/C=N/NC(=O)CSc1nnc(SCc2ccc(Cl)cc2)s1	23	6	-28	/	-4	-2	-3	4
C[C@H]1CN([C@@H](C)CO)C(=O)CCCn2cc(nn2)CO[C@H]1CN(C)C(=O)Nc1cccc(F)c1	3	0	7	-10	/	2[16.7 µM]	-1	2
C/C=C/c1ccc2c(c1)O[C@H](CN(C)Cc1cccnc1)[C@H](C)CN([C@H](C)CO)S2(=O)=O	3	1	-9	33	/	13[16.7 µM]	3	/
Cn1c(=O)c2c(ncn2CC(=O)OCC(=O)NC2CCCc3ccccc32)n(C)c1=O (configuration not stated)	/	/	/	0	/	-1	-7	-3
C[C@@H]1CN([C@@H](C)CO)C(=O)Cc2cc(NS(=O)(=O)c3ccccc3)ccc2O[C@@H]1CN(C)Cc1ccc(C(=O)O)cc1	1	-17	23	/	/	5[16.7 µM]	2	-6
Nc1cccc(Nc2ncnc3ccccc23)c1	1	-4	17	-1	-20	12	22	-5
CCOC(=O)c1nnc(-c2cccs2)nc1Oc1ccccc1C(=O)OC	/	/	/	2	9	6	4	-3
C[C@H](CO)N1C[C@H](C)[C@H](CN(C)Cc2ccc(C(F)(F)F)cc2)Oc2ccc(NC(=O)Nc3ccc(F)cc3)cc2C1=O	-3	19	?	7	12	-9[16.7 µM]	-8	/
O=C(NCCN1CCOCC1)C(=O)NCc1ccco1	0	-3	-2	/	8	1	3	0
CC(=O)c1cccc(OCc2cc(C(=O)N(C)Cc3ccc(C)o3)no2)c1	2	-84	-14	1	-128	/	/	-9
COc1ccc(C(=O)NCc2nnc(SCC(=O)N3CCOCC3)o2)cc1	3	5	0	/	0	/	/	-7
COc1ccc(NC(=O)CC23CC4CC(C2)CC(n2nnc(C)n2)(C4)C3)cc1	0	0	12	/	2	0	14	-5
C=C(C)C(=O)NNc1ccccc1	-1	4	-14	/	-3	1	-11	-10
O=C(COC(=O)c1cccc(C(=O)OCC(=O)c2ccc(Br)cc2)n1)c1ccc(Br)cc1	/	/	/	3	3	-10	35	-7
CCn1cc(/C=N/NC(=O)c2ccc3c(c2)OCO3)c(C)n1	/	/	/	-1	-13	-6	16	3
O=C(c1ccc(COc2ccc(Cl)cc2Cl)o1)N1CCCC1	7	-27	-21	5	-55	/	/	-7
COc1cccc(Oc2ccc(S(=O)(=O)N3CCOCC3)cc2[N+](=O)[O-])c1	1	7	-1	-1	-1	5	13	5
CCCN1[C@@H]2Cn3c(ccc(-c4ccc(F)cc4)c3=O)[C@H]1[C@@H](C(=O)NCCc1cn(C)cn1)[C@@H]2CO	/	7	-3	-2	-11	0[16.7 µM]	-1	/
Cc1[nH]c2ccccc2c1-c1csc(NC(=O)CN2CCOCC2)n1	1	8	-3	0	-4	7	/	19
O=C(CSc1nnc(C2COc3ccccc3O2)o1)Nc1ccc(F)cc1Cl (configuration not stated)	1	-10	-28	/	-17	-4	10	3
Cc1cc(C)c2c(=O)n3c(nc2c1)C(Cc1ccc(O)cc1)NC(=O)c1cc2ccccc2cc1-3 (configuration not stated)	-1	27	12	4	72*	-1	1	6

# The listing continues.
SMILES	CASP6 VEID inh	EWS-Fli inh	LGR2 inh	Cneo AK release	PAX8 reporter	miR-122 sensor	PGC1a acetyl inh	FN deposit inh
Cc1cnc(CNC(=O)c2ccc(OC3CCN(C(=O)C4CC4)CC3)cc2)cn1	-1	3	-13	-1	-19	10	/	-8
COCCOc1ccc(C(F)(F)F)cc1NC(=O)COC(=O)Cc1c[nH]c2ccccc12	3	9	-1	2	18	-5	0	8
Cc1ccc(NNC(=S)Nc2ccc(C(C)C)cc2)c(C)c1	1	-10	0	6	-8	74	15	-1
O=C(O)/C=C/c1cccc2c1OCCO2	2	7	-22	2	11	-2	-4	-1
Cc1noc(C)c1NC(=O)NCC[C@H]1CC[C@@H](NC(=O)c2ccccc2)[C@@H](CO)O1	-3	-2	12	-5	-15	/	-4	/
CN(C)C(=O)C[C@H]1C[C@H]2c3cc(NS(=O)(=O)c4ccccc4)ccc3O[C@H]2[C@@H](CO)O1	1	6	0	-5	/	-2[16.7 µM]	5	-4
C[C@H](CO)N1C[C@H](C)[C@@H](CN(C)C(=O)Nc2cccc3ccccc23)Oc2ccc(NC(=O)Nc3cccc4ccccc34)cc2CC1=O	0	3	9	/	/	/	2	/
COc1ccc(SCCN2CC[C@@H](C)CCC2=O)cc1	2	-55	-23	1	-63	-7	4	0
C/C(=C\[C@@H](NP(=O)(c1ccccc1)c1ccccc1)c1ccccc1)CO[Si](c1ccccc1)(c1ccccc1)C(C)(C)C	-3	28	/	-1	?	/	/	-2
COc1ccc(C(=O)Nc2cc(C)cc(C)c2)cc1S(=O)(=O)N1CCOCC1	/	/	/	-4	16	-6	-14	1
O=C(/C=C/c1ccco1)NC(=S)Nc1cc(C(F)(F)F)ccc1N1CCOCC1	7	9	-9	/	-34	/	/	-8
C[C@H]1CN([C@@H](C)CO)C(=O)Cc2cc(NC(=O)CCC(F)(F)F)ccc2O[C@H]1CN(C)Cc1ccccc1	3	-4	-3	3	7	0[16.7 µM]	/	/
O=C(COC(=O)c1cccs1)NCCN1C(=O)CSC1=O	/	/	/	2	0	0	-4	4

# Source: PubChem BioAssay
